# VLA-4 antagonist: inhibitors of LDV-FITC ligand binding to Mn2+-activated human VLA-4 integrin. Jurkat cells, LDV-FITC binding with Mn2+, flow cytometry; 100% = Mn2+-driven binding gain fully reversed. 24,000 compounds, 0.2% hits. inhibition, % at 10 µM (by protocol);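 active = inhibition above 50%; inconclusive = compound itself fluorescent, judged against control cell fluorescence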;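 also: 0% = Mn2+ stimulated cells lacking compound and 100% = ligand binding without Mn2+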
# Target sequence (P13612 whole entry, looked up): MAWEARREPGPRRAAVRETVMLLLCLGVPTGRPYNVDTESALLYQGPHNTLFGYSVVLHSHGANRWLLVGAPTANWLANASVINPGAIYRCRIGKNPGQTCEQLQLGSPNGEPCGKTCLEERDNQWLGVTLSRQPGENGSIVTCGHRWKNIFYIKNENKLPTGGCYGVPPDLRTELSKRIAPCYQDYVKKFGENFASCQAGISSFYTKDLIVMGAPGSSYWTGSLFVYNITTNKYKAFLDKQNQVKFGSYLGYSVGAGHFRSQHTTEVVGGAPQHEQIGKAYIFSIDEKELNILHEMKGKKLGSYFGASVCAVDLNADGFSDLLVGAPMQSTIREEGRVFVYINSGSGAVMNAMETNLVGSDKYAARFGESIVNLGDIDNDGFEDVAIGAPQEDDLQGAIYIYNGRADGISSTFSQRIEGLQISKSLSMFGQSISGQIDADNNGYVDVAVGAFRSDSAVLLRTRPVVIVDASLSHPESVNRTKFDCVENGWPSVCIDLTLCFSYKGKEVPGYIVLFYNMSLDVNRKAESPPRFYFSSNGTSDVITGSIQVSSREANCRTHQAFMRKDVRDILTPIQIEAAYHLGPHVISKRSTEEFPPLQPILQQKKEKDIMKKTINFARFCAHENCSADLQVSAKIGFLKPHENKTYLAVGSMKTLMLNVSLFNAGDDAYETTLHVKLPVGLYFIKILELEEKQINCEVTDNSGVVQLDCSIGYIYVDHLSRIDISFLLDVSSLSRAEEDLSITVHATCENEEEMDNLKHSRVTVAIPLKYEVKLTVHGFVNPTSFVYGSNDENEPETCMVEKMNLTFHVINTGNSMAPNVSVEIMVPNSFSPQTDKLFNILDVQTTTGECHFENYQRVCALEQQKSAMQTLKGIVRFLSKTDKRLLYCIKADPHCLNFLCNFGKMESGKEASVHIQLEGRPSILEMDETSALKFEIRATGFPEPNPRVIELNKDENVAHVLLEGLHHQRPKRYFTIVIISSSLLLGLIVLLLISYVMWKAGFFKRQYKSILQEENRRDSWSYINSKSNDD
# Prostate diff: LNCaP prostate cell differentiation activation. flow cytometry side scatter, 4 d. 24,000 compounds, 0.56% hits. AID 795. side scatter shift, % at 10 µM;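 active = side scatter shift above 30%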;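 also: androgen-responsive LNCaP prostate cancer cells in charcoal-stripped serum medium; percent of cells past a gate set so DMSO wells show 10% shift; higher shift means more granular cells and more differentiation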
# VLA-4 allo ag: allosterically activates the human VLA-4 integrin; P13612; Jurkat cells, LDV-FITC binding, flow cytometry; activation, % at 10 µM (by protocol); 24,000 tested, under 10 active;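 active = fluorescent ligand binding to cells raised by more than 40% of the manganese-induced maximum; inconclusive = compound's own fluorescence above 85% of the ligand control signal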;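 also: 0% = ligand binding without compound and 100% = manganese-stimulated maximal binding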
# Jurkat autofluor: compound fluoresces in Jurkat cells, VLA-4 screen interference | compound autofluorescence, flow cytometry; active compounds read high; 1 = vehicle-only cell background | AID 576 | 24,000 compounds, 0.61% hits | fluorescence ratio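 (tested at 10 µM compound in the well)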;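 active = fluorescence ratio above 2.44, which is 1 plus 3 SD of all ratios; inconclusive = signal too bright to measure linearly, ratio around 10 or more; inactive = fluorescence ratio below 2.44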;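 also: green fluorescence of cells measured with 488 nm excitation and 530 nm emission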
# * marks the source's active call; other numbers are inactive results; ? = inconclusive. These rows are one share of the data; the hit share may differ from the screen's.
# Values run as follows: VLA-4 antagonist	Prostate diff	VLA-4 allo ag	Jurkat autofluor
- CN(C)C(=O)c1nnc(Cc2ccc(Cl)cc2)o1
→ ?	9	?	0.8
- COC(=O)c1c(-c2ccc(F)cc2)noc1N
→ -29	6	10	1
- CCOC(=O)C1(N(CC)CC)Sc2cc(C)ccc2NC1=O (stereo not drawn)
→ -6	5	10	1.1
- Cc1cccc(C(OC(=O)c2ccco2)C(=O)NCc2ccccc2)n1 (stereo not drawn)
→ -17	9	0	1
- Cc1ccccc1C1CC(c2ccc(F)cc2)Nc2nc(N)nn21 (stereo not drawn)
→ -2	4	4	1
- CCOC(=O)C1CCCN(C(=O)CN2C(=O)COc3ccc(C(C)(C)C)cc32)C1 (stereo not drawn)
→ 10	2	6	1.1
- O=C(CSc1nnc(CNC(=O)c2cccs2)o1)NCc1ccc(F)cc1
→ 7	4	-2	0.98
- c1n[nH]c(SCCCCSc2ncn[nH]2)n1
→ -10	4	4	1
- CCOC(=O)N1CCC(n2c(SCC(=O)Nc3nccs3)nc3ccsc3c2=O)CC1
→ ?	18	?	1.1
- O=C(NCc1ccc(F)cc1)C1CCN(S(=O)(=O)N2CCCCC2)CC1
→ 10	4	3	1.1
- CCOc1ccccc1C1CC(c2ccc(Br)cc2)Nc2nc(N)nn21 (stereo not drawn)
→ -12	4	2	1
- CCOCCCN1CC(C(=O)NCCc2ccc(C)cc2)CC1=O (stereo not drawn)
→ -9	13	-10	0.99
- Cc1ccc(CN2C(=O)CCC2C(=O)NC(C)C)cc1 (stereo not drawn)
→ -3	6	2	0.98
- O=C(CSc1nc2ccccc2o1)NCc1ccc2c(c1)OCO2
→ 4	6	1	1.1
- CN(c1ccc(Cl)cc1)c1cc(=O)n(C)c2ccccc12
→ 5	10	3	0.96
- CCCN1CCN(CCCNC(=O)Cn2nc(-c3ccc(Cl)cc3)ccc2=O)CC1
→ -5	5	-1	1
- Cc1ccc2oc(=O)c3cnn(CC(=O)NC4CCCCC4C)c3c2c1 (stereo not drawn)
→ 1	4	-8	1.1
- Cc1ccc(S(=O)(=O)N2CC3CCC2C3)cc1 (stereo not drawn)
→ -6	6	-2	1.1
- COc1cc2c(cc1OC)C(=NCCC(=O)O)NC(C)(C)C2
→ 1	2	11	0.98
- CCOc1ccc(-n2c(=O)cc(N3CCN(c4ccc(F)cc4)CC3)[nH]c2=O)cc1
→ 1	19	0	1.1
- O=C(NC(NC1CCS(=O)(=O)C1)C(=O)c1cccs1)c1ccccc1 (stereo not drawn)
→ -7	13	-1	1.1
- Cc1cnc(NC(=O)CSc2nnc(-c3ccccc3)n2Cc2ccccc2)s1
→ 2	10	0	1.1
- CCn1c(=O)cc(OCC(=O)NCc2ccco2)c2ccccc21
→ -4	21	6	1.1
- CNC(=O)CSc1nnc(-c2cc(C)cc(C)c2)o1
→ -9	3	7	1.1
- CCOCCCNC(=O)CCNS(=O)(=O)c1ccc(C)cc1
→ -10	8	3	1
- CCOC(=O)COc1ccc2c(c1)C(=O)CC(C)(C)O2
→ 7	2	-2	1
- CC(=O)Nc1ccc(S(=O)(=O)N(CC(=O)O)Cc2ccccc2)cc1
→ -12	12	2	1
- CCOC(=O)CC12CN3CN(C1)CC(CC(=O)OCC)(C3)C2=O
→ -17	7	2	0.96
- O=C(O)c1cccc(Cn2cccn2)c1
→ 9	19	-4	1.1
- COC(=O)c1ccccc1NC(=O)CCNC(=O)Cn1cnc2ccccc2c1=O
→ ?	11	?	1.1

# Whole records as entered above:
# `COC(=O)c1ccccc1NC(=O)CCNC(=O)Cn1cnc2ccccc2c1=O` is entered as VLA-4 antagonist: ?; Prostate diff: 11; VLA-4 allo ag: ?; Jurkat autofluor: 1.1
# `CC(=O)Nc1ccc(S(=O)(=O)N(CC(=O)O)Cc2ccccc2)cc1` is entered as VLA-4 antagonist: -12; Prostate diff: 12; VLA-4 allo ag: 2; Jurkat autofluor: 1

# (listing goes on)
# Values run as follows: VLA-4 antagonist	Prostate diff	VLA-4 allo ag	Jurkat autofluor
- CCOC(=O)N1CCN(c2nc(-c3ccc(Cl)cc3)cs2)CC1
→ -20	13	4	1.1
- CCN1CCn2c3c(c4cc(Cl)ccc42)CCCC31 (stereo not drawn)
→ 8	15	-14	1.1
- COc1cc2c(C(=O)N3CCN(Cc4ccc5c(c4)OCO5)CC3)cn(C)c(=O)c2cc1OC
→ -2	4	0	1
- COc1ccccc1-c1c(C)nn2c(N3CCC4(CC3)OCCO4)cc(C)nc12
→ -16	4	3	1.1
- Cn1c(C(=O)NCc2cccnc2)cc2sc(Cl)cc21
→ ?	14	-12	1.1
- Cc1cc(=O)oc(C)c1C(=O)NCCCN1CCN(c2ccccc2F)CC1
→ 3	4	1	1
- Cc1c(NC(=O)NCCN2C(=O)C3C4C=CC(C4)C3C2=O)c(=O)n(-c2ccccc2)n1C (stereo not drawn)
→ 8	5	1	1
- Cc1cccn2c(=O)c3cc(C(=O)N4COCC4(C)C)n(C)c3nc12
→ -28	4	-1	1.1
- CCCC(=O)N(c1ccc2oc(=O)sc2c1)S(=O)(=O)c1cccs1
→ -7	17	10	1.1
- NC(=O)Cn1c(=O)oc2ccccc21
→ -25	5	-10	1
- O=C(CCCNS(=O)(=O)c1cccs1)N1CCN(c2cccc(Cl)c2)CC1
→ ?	1	?	1.2
- CCOC(=O)c1cc(-c2ccc3c(c2)OCO3)nc2onc(C)c12
→ -20	7	9	0.98
- CC1(C)CC(=O)N(CC(=O)O)c2ccccc2S1(=O)=O
→ -10	16	1	1
- O=C(CCNC(=O)c1ccc(Br)o1)NCc1ccccn1
→ -4	10	7	0.96
- Cc1cccc(NC(=O)CCn2nc(C)cc2C)c1
→ 3	14	-3	1.1
- CCCc1ccccc1OCCNC(C)=O
→ 2	12	4	1.1
- CC(C)Nc1ncnc2c1cnn2-c1ccccc1
→ -4	2	0	1
- O=C1CC(c2ccco2)=Nc2ccccc2N1
→ 37	3	-1	1.1
- Cc1ccc(Cn2nnc3c(=O)n(CC(=O)N4CCCCC4)cnc32)cc1
→ 0	4	1	1.1
- O=C(CCCn1c(=S)[nH]c2cc3c(cc2c1=O)OCO3)N1CCN(c2ncccn2)CC1
→ -17	1	-3	1.1
- O=S(=O)(NCCc1ccccc1F)c1cccc(S(=O)(=O)N2CCOCC2)c1
→ -14	15	4	1.1
- O=c1oc(-c2cccc(S(=O)(=O)N3CCOCC3)c2)nc2ccccc12
→ -6	12	2	1.2
- COc1cccc(C2C(C(=O)Nc3cccnc3)=C(C)Nc3nnnn32)c1OC (stereo not drawn)
→ ?	15	?	1
- CC(=O)N1CCN(S(=O)(=O)c2cccc(C(=O)Nc3ccc4c(c3)CCC4)c2)CC1
→ 5	15	-2	1
- Cc1ccc(CCSCC(=O)O)cn1
→ -8	6	8	1
- S=c1[nH]ncn1/N=C/c1ccccc1
→ -5	12	-1	1
- CC(C)CCN1C(=O)CCC1(C)C(=O)NC1CCCCCC1 (stereo not drawn)
→ ?	4	?	1.1
- CN(CC(=O)NCc1cccs1)S(=O)(=O)c1cccc2cccnc12
→ ?	11	?	1.1
- COc1ccc(CCNc2oc(-c3ccc(C)cc3)nc2C#N)cc1OC
→ 20	12	-8	1.2
- O=C(NCc1ccco1)C1CCN(c2ccc(N3CCOCC3)nn2)CC1
→ -7	9	1	1
- COc1ccccc1-c1nc2n(n1)C(c1ccc(Cl)cc1)C(C(N)=O)=C(C)N2 (stereo not drawn)
→ -5	10	4	0.99
- CCCCC(=O)NC(Nc1nc(C2CC2)cs1)(C(=O)OCC)C(F)(F)F (stereo not drawn)
→ -9	8	-1	1
- Fc1cc(F)c(F)c(SCCc2ccncc2)c1F
→ 5	8	-4	1
- O=C(c1cc(-c2ccccc2O)on1)N1CCCC1
→ -6	13	1	1.1
- CNC(=O)c1cccc(N2CCCC2=O)c1
→ -11	10	4	1
- CCN1CCN(Cc2ccc(NC(=O)Nc3ccccc3)cc2)CC1
→ 1	4	-1	1
- CCOc1ccc(S(=O)(=O)Nc2ccc(Cl)cn2)c(C)c1C
→ -12	6	4	1.1
- COc1ccccc1NC(=O)c1ccc(COc2ccccc2OC)o1
→ -18	4	8	1.1
- CC(c1cccnc1)N(CCN(C)C)C(=O)Nc1ccc(Cl)c(Cl)c1 (stereo not drawn)
→ -1	17	-2	1.1
- O=C(NC1CCN(Cc2ccccc2)CC1)C1CCN(c2nnc(-n3cccc3)s2)CC1
→ 10	11	-4	1.1
- CC(C)CN(CC(C)C)S(=O)(=O)N1CCC(C(=O)NCc2ccc(F)cc2)CC1
→ -8	10	1	1
- Cc1c(C(=O)OC(C)C)[nH]c2c1C(=O)CCC2
→ -12	8	-4	1.1
- COCc1cc(C)nc(SCC(=O)c2ccc(O)c(O)c2)c1C#N
→ -7	14	-2	1
- Cc1ccc(-c2cc(C(F)(F)F)n3ncc(C(=O)O)c3n2)cc1
→ -7	3	4	1
- O=C(COc1ccccc1)N1CCN(C(=O)c2cccc(F)c2)CC1
→ -10	11	4	0.93
- COC(=O)NC1CSCC1OC(=O)CCN1C(=O)c2ccccc2C1=O (stereo not drawn)
→ 4	12	0	0.97
- O=C(NCc1ccc(F)cc1)c1cc(-c2cccs2)on1
→ 4	10	2	1
- CCOc1ccc(-n2ccnc2SCC(=O)NCc2ccc3c(c2)OCO3)cc1
→ 27	13	-1	1
- CC(=O)N1C(=O)C2(C(C#N)=C(N)Oc3n[nH]c(-c4ccccn4)c32)c2ccccc21 (stereo not drawn)
→ 46	10	-4	1
- CCn1c(CCC(=O)Nc2nc3c(s2)CCCC3)nc2cc(S(=O)(=O)N(C)C)ccc21
→ -20	10	-1	1.1

# The listing continues:
# Values run as follows: VLA-4 antagonist	Prostate diff	VLA-4 allo ag	Jurkat autofluor
- O=C(Nc1nc(-c2cccs2)cs1)c1cccc(S(=O)(=O)N2CCCCC2)c1
→ -11	3	-14	1
- Cc1cccc(Cn2c(SCC(=O)Nc3ccccc3)nc3c2c(=O)[nH]c(=O)n3C)c1
→ -18	6	-2	0.99
- O=C(c1ccco1)N1CCN(c2nc3ccccc3c(=O)n2-c2ccccc2)CC1
→ -3	9	2	1
- O=C(OCCN1C(=O)c2ccccc2C1=O)c1ccc(S(=O)(=O)N2CCCCCC2)cc1
→ ?	12	?	1.5
- CCN(CC)C1CCCCC1NS(=O)(=O)c1ccc(Cl)cc1 (stereo not drawn)
→ -14	5	9	0.94
- O=C(c1ccc(Br)o1)N(c1ccc(Br)cc1)C1C=CS(=O)(=O)C1 (stereo not drawn)
→ -11	14	-1	1
- COc1ccc(CNc2oc(-c3ccccc3)nc2C#N)cc1
→ -13	6	-1	1.1
- COc1ccc(-c2nnnn2C)cc1S(=O)(=O)NCc1ccccc1
→ 0	2	-2	1
- CS(=O)(=O)c1ccc2nc(NC(=O)CCC(=O)c3cccs3)sc2c1
→ 4	8	-6	1.1
- COc1cc2[nH]c(=O)n(CCC(=O)NC3CCCC3)c(=O)c2cc1OC
→ 4	2	-1	1.1
- CCOC(=O)Nc1ccc2c(c1)N(C(=O)OCCN(C)C)c1ccccc1CC2
→ -9	4	1	1
- COc1ccccc1CNC(=O)C1CCCN(S(=O)(=O)c2cccc3cccnc23)C1 (stereo not drawn)
→ 4	12	-8	1.1
- CCOC(=O)CSc1nnc(CNC(=O)c2cccs2)n1CCc1ccccc1
→ 1	8	-3	1.1
- CCCCC(=O)N(c1ccc(OC)cc1)C1C=CS(=O)(=O)C1 (stereo not drawn)
→ -1	12	-1	1
- CC1CN(c2nc3ccccc3nc2C(C#N)C(=O)NCc2ccc3c(c2)OCO3)CC(C)O1 (stereo not drawn)
→ -8	2	0	1.4
- COC(=O)Nc1ccc(C)c(NC(=O)OC)c1
→ 18	3	4	1
- Cc1cccc(NC(=O)CCN2C(=O)C3C4C=CC(C4)C3C2=O)n1 (stereo not drawn)
→ 1	5	-7	0.97
- CCCOC(=O)c1ccc(OCC(O)Cn2c(C)nc3ccccc32)cc1 (stereo not drawn)
→ 12	6	7	1
- O=C(NCc1ccco1)c1ccc(CS(=O)(=O)c2cccc(C(F)(F)F)c2)o1
→ -12	2	6	1
- COc1ccc(NC(=O)CNS(=O)(=O)c2cccc3nonc23)c(OC)c1
→ 14	4	4	1
- O=C(CSc1ccc2nnc(-c3ccccc3)n2n1)NCC1CCCO1 (stereo not drawn)
→ -21	7	2	0.98
- COc1ccc(S(=O)(=O)Cc2ccc(C(=O)NC(C)C)o2)cc1
→ -5	9	6	1
- C#CCOC(=O)C1C2C=CC(C2)C1C(=O)O (stereo not drawn)
→ -6	4	2	1.1
- CC(CCc1ccco1)NC(=O)c1cc2c(-c3ccccc3F)nn(C)c2s1 (stereo not drawn)
→ 9	8	-6	1
- CCCc1[nH]nc2c1C(c1ccncc1)C(C#N)=C(N)O2 (stereo not drawn)
→ -26	6	0	1.1
- Cc1nnc(SCCn2c(Br)nc3c2c(=O)n(C)c(=O)n3C)s1
→ -4	4	-3	1.1
- COc1ccc(N(CC(=O)Nc2nccs2)S(=O)(=O)c2c(C)nn(C)c2C)cc1
→ 13	7	-10	1.1
- COc1ccccc1C(=O)Nn1cnc2ccccc2c1=O
→ -14	4	1	0.97
- CCCCCOC(=O)CSc1nnc(-c2ccccc2)c(=O)[nH]1
→ ?	4	?	1.1

# Assay outcomes deposited in PubChem by NMMLSC.
